CAL PDZ FP-1: human CAL PDZ-peptide interaction inhibition | Q9HD26 | purified CAL PDZ, TMR-peptide fluorescence polarization, 1 h | inhibition, % at 20 µM | 0.02% of 330,000 active | AID 504414;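 active = highest replicate inhibition of at least 40%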;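 note: plate controls were DMSO neutral control wells for no effect and unlabeled competitor peptide control wells for full effect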
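material = purified tagged CAL PDZ domain construct (CerCALP) | compound dosing = 20 µM, one dose | times = 1 h at RT | measured by = fluorescence polarization from S- and P-plane intensities, G-factor corrected | read-out = inhibition from polarization loss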
Rtt109 HAT inh: blocks Candida albicans Rtt109/Vps75 acetyltransferase activity; Q5AAJ8; purified Rtt109/Vps75, ThioGlo CoA-SH fluorescence, 4 h; inhibition, % at 34.9 µM; 0.16% of 330,000 active;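 active = inhibition of at least 50% in every replicate; inconclusive = best replicate reaches 50% inhibition but some replicates fall short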
dFosB act: activators of mouse delta FosB homodimer; P13346; purified delta FosB, TAMRA-CDK5 oligo fluorescence polarization; percent of positive-control signal above neutral wells; activation, % at 25 µM; 0.99% of 340,000 active;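 active = mean activation above about 17%, with every replicate also reaching it, limit read from the data, passing the limit was not always enough; inconclusive = only one of the two conditions met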;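 note: fluorescence polarization rise as delta FosB binds a TAMRA Cdk5 AP-1 oligo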
Target sequence (P13346 whole entry, looked up): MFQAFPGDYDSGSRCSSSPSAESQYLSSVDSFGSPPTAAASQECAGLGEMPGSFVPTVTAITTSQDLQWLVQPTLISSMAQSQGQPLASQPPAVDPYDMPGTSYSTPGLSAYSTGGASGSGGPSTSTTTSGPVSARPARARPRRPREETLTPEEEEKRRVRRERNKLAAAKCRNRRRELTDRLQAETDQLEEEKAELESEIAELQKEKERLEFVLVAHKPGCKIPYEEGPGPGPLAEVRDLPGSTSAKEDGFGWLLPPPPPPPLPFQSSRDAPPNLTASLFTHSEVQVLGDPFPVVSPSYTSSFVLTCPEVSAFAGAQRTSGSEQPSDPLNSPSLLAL
CDK5 p35 inh: CDK5/p35 (human) kinase inhibition. Q00535+Q15078. Recombinant CDK5/p35, ADP-Glo luminescence, 60 min. inhibition, % at 10 µM. 0.01% of 330,000 active;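 active = highest replicate inhibition of at least 50% and at least 75% of replicates reaching 50%; inconclusive = only one of the two criteria met; inactive = both criteria failed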;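 note: plate controls were DMSO neutral control for no effect and GW8510 at 10 µM for full effect; many of its hits are not listed in these tables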
Target sequence (Q00535 whole entry, looked up): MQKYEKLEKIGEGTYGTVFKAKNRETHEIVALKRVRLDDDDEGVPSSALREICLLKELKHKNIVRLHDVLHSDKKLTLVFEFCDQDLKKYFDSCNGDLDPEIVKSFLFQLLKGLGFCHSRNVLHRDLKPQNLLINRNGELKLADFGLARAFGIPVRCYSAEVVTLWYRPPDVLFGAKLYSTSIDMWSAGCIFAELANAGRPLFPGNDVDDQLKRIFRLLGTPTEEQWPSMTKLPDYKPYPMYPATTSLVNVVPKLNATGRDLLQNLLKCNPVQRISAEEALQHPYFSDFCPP
Target sequence (Q15078 whole entry, looked up): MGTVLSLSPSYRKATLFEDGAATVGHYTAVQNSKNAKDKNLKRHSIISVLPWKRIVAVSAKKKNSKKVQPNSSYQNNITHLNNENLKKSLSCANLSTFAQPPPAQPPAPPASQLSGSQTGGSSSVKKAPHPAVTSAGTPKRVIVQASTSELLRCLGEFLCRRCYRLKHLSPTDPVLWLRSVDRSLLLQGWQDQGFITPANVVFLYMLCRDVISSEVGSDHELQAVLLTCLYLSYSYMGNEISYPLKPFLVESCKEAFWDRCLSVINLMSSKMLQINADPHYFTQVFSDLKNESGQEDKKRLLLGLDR
Wnt bcat act: activates Wnt/beta-catenin signaling in a reporter cell assay; activator, plate reader; activation, % at 9.35 µM; 1.2% of 300,000 active; AID 743398; in the data active = activation above about 30%, passing the limit was not always enough; inconclusive = no clear call, values can overlap the other calls;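 note: 0% = neutral control wells and 100% = positive control wells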
cardiac RTF act: increases calcium sensitivity of human cardiac regulated thin filaments; 0.24% of 340,000 active; IANBD-labeled TnC RTF fluorescence at EC20 calcium; 0% EC20 calcium, 100% full calcium; P19429+P45379; activation, % at 7.2 µM;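 active = activation above the mean over all tested compounds plus 3 SD, cut at about 30% in these data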;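 note: rise in fluorescence read as greater calcium sensitivity of cardiac thin filaments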
V-ATPase pH: yeast V-ATPase proton transport regulation by pHLuorin; S. cerevisiae, pHLuorin cytosolic pH fluorescence; response, % at 10 µM; 0.37% of 350,000 active; AID 504577; in the data active = response mostly above about 7.3%, no sharp cut-off; inactive = mostly below about 5.4%; note: actives read high; inactives centre near 0; some compounds called inactive have numbers as strong as hits; reference of the scale not given here
CAL PDZ FP-2: inhibitors of human CAL PDZ peptide binding; purified CAL PDZ, TMR-peptide fluorescence polarization, 1 h; inhibition, % at 24.9 µM; 0.92% of 300,000 active; AID 602252;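 active = mean inhibition of at least 30% with at least half of replicates also reaching 30%; inconclusive = no clear call, values can overlap the other calls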;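 note: 0% = DMSO neutral control and 100% = excess unlabeled competitor peptide PRC23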
Tat export inh: E. coli Tat transport inhibition; inhibition, % at 10 µM; 0.036% of 340,000 active; E. coli MC4100 TorA-mCherry Tat export, fluorescence;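 active = mean replicate inhibition at least 50% and at least half of replicates individually reaching 50%; inconclusive = only one of the two criteria met; inactive = neither criterion met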;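 note: exported cargo escapes ClpAP degradation while cytoplasmic cargo is degraded and loses fluorescence; 0% = median of neutral control wells and 100% = median of NaSCN control wells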
MITF TRPM1 HTS: increases MITF-driven TRPM1 promoter luciferase signal | SK-MEL-5 TRPM1-promoter luciferase, 24 h; % of positive control, neutral wells = 0 | 0.75% of 300,000 active | AID 588334 | activation, % at 12.5 µM;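 active = mean activation of at least 80% with every replicate also reaching 80%; inconclusive = mean reaches 80% but some replicate falls short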;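 note: 0% = neutral control wells and 100% = parthenolide positive control wells; values of inactives mirror those of a sister screen read the other way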
Active calls of the source: *; ? = inconclusive; . = no result given.

no. | CAL PDZ FP-1 | Rtt109 HAT inh | dFosB act | CDK5 p35 inh | Wnt bcat act | cardiac RTF act | V-ATPase pH | CAL PDZ FP-2 | Tat export inh | MITF TRPM1 HTS | structure
1 | -1.4 | -8 | -7 | 1.1 | 3 | 1 | -1 | -4 | 4 | 8 | Cc1cccc(OCC(=O)Nc2ccc3c(c2)nc2n3CCOC2)c1
2 | -2.1 | 12 | -1 | -1.9 | -2 | 3 | -2 | -4 | 2 | 0 | Cc1cc(C)n2nc(SC(C)C(=O)N(C)c3ccccc3)nc2n1 (configuration not stated)
3 | -0.5 | 1 | -8 | -0.5 | 1 | 4 | 2 | -2 | -8 | 4 | CCN(CC(=O)NCc1ccc(Cl)cc1)C(=O)c1c(C)noc1C
4 | -0.9 | -6 | -5 | -0.2 | -5 | -1 | -1 | -5 | -11 | -6 | Cc1cc(C)cc(NC(=S)/C(=C(\[O-])c2ccc(Cl)cc2Cl)[n+]2ccc(C(C)(C)C)cc2)c1
5 | -0.6 | 3 | 4 | -11 | 18 | 6 | 0 | . | 8 | . | CC(C)(C)OC(=O)NCCc1nnc(SCC(=O)Nc2ccc(Br)cc2)o1
6 | 0.0 | -1 | -2 | -0.8 | 7 | 0 | 1 | -3 | -1 | 6 | Nc1ccccc1C#CCCCCO
7 | -1.4 | -4 | -2 | 0.7 | -2 | 4 | 4 | 2 | 3 | -4 | Cc1ccc(S(=O)(=O)N2CCCC2CNC(=O)C(=O)NCCN2CCOCC2)cc1 (configuration not stated)
8 | -1.2 | -6 | -2 | -1.0 | -1 | -5 | 1 | -3 | -11 | -2 | O=C(CCC(=O)c1cccs1)NNC(=O)c1ccccc1O
9 | -1.1 | 3 | -10 | 3.5 | 1 | -1 | -2 | -7 | 2 | 7 | COc1ccccc1-n1c(-c2ccc(Cl)cc2)c[nH]c1=S
10 | -2.4 | 17 | -5 | 2.4 | 0 | -4 | -1 | -1 | -7 | -20 | CCOC(=O)/C(=C\c1cccc(O)c1)c1nc2sc(C)c(C)c2c(=O)[nH]1
11 | -3.2 | -9 | -5 | 0.8 | . | 3 | -1 | -4 | -2 | 18 | COc1cccc(NC(=S)NCc2ccccn2)c1
12 | -3.9 | -2 | -10 | -1.1 | -1 | 9 | 2 | . | 8 | . | COc1cc(OC)c(/C=N/NC(=O)Cn2nc([N+](=O)[O-])cc2C)c(OC)c1
13 | 1.7 | 0 | -3 | -4.1 | 2 | 4 | 0 | -1 | 3 | -6 | COc1cccc(-c2ncc3ccccc3c2COC(=O)c2ccc(Br)cc2)c1
14 | 0.1 | -5 | 7 | 1.5 | -1 | 1 | 0 | . | -8 | 15 | COc1ccc(NC(=O)Cn2nnc(C(=O)NCc3ccc(C)cc3)c2N)cc1Cl
15 | -1.5 | . | -12 | -1.6 | -6 | -1 | 1 | -2 | 11 | . | COc1ccc(C2c3c(-c4cc(Cl)c(C)cc4O)n[nH]c3C(=O)N2Cc2cccnc2)cc1OC (configuration not stated)
16 | -2.0 | -4 | 4 | 1.6 | -1 | 4 | 1 | -4 | -7 | -5 | CSc1ncccc1C(=O)OCC(=O)c1ccc2c(c1)NC(=O)CO2
17 | 0.3 | 2 | 1 | 1.9 | 2 | -1 | 0 | -4 | 11 | -19 | Cc1csc(NC(=O)CSc2nc3nc(C)cc(C)n3n2)n1
18 | -1.0 | -7 | -5 | 0.8 | -3 | 3 | -3 | -4 | 0 | . | Cn1c(OCc2cccnc2)nc2c1c(=O)n(Cc1ccc(F)cc1)c(=O)n2C
19 | -0.8 | -5 | -11 | 2.1 | 0 | -2 | 0 | 0 | 10 | -9 | CCN(CC(=O)Nc1cc(Cl)ccc1C)C(=O)CSCc1ccccc1
20 | -2.2 | -7 | -4 | 0.6 | 2 | 3 | -1 | -2 | -3 | -4 | O=C(NCCc1cnccn1)C1CCC(=O)N(Cc2ccc(Cl)cc2)C1 (configuration not stated)
21 | 0.5 | -4 | 6 | -1.9 | -3 | -3 | 0 | -15 | -5 | -3 | CC(=O)Nc1ccc(NC(=O)C2C3CCC(C3)C2C(=O)O)cc1 (configuration not stated)
22 | 0.0 | 1 | 7 | 0.0 | 0 | 1 | -2 | -7 | 5 | 9 | COc1ccc(Cl)cc1N(C(C)C(=O)NC1CCCC1)S(C)(=O)=O (configuration not stated)
23 | -1.9 | -3 | -6 | 1.2 | . | -4 | 6 | . | 8 | -4 | CCOCCCNC(=O)CCNS(=O)(=O)c1ccc(C)cc1
24 | -2.9 | 2 | 0 | -1.5 | -3 | -5 | 1 | . | 3 | -18 | COc1ccc(OC)c(NC(=O)C2CCN(S(=O)(=O)c3ccc4c(c3)OCCO4)CC2)c1

Some of the entries above, set out differently:
Fields – CAL PDZ FP-1, Rtt109 HAT inh, dFosB act, CDK5 p35 inh, Wnt bcat act, cardiac RTF act, V-ATPase pH, CAL PDZ FP-2, Tat export inh, MITF TRPM1 HTS
(12) COc1cc(OC)c(/C=N/NC(=O)Cn2nc([N+](=O)[O-])cc2C)c(OC)c1
→ -3.9, -2, -10, -1.1, -1, 9, 2, ., 8, .
(13) COc1cccc(-c2ncc3ccccc3c2COC(=O)c2ccc(Br)cc2)c1
→ 1.7, 0, -3, -4.1, 2, 4, 0, -1, 3, -6
(14) COc1ccc(NC(=O)Cn2nnc(C(=O)NCc3ccc(C)cc3)c2N)cc1Cl
→ 0.1, -5, 7, 1.5, -1, 1, 0, ., -8, 15
(15) COc1ccc(C2c3c(-c4cc(Cl)c(C)cc4O)n[nH]c3C(=O)N2Cc2cccnc2)cc1OC (configuration not stated)
→ -1.5, ., -12, -1.6, -6, -1, 1, -2, 11, .
(16) CSc1ncccc1C(=O)OCC(=O)c1ccc2c(c1)NC(=O)CO2
→ -2.0, -4, 4, 1.6, -1, 4, 1, -4, -7, -5
(17) Cc1csc(NC(=O)CSc2nc3nc(C)cc(C)n3n2)n1
→ 0.3, 2, 1, 1.9, 2, -1, 0, -4, 11, -19
(18) Cn1c(OCc2cccnc2)nc2c1c(=O)n(Cc1ccc(F)cc1)c(=O)n2C
→ -1.0, -7, -5, 0.8, -3, 3, -3, -4, 0, .
(19) CCN(CC(=O)Nc1cc(Cl)ccc1C)C(=O)CSCc1ccccc1
→ -0.8, -5, -11, 2.1, 0, -2, 0, 0, 10, -9
(20) O=C(NCCc1cnccn1)C1CCC(=O)N(Cc2ccc(Cl)cc2)C1 (configuration not stated)
→ -2.2, -7, -4, 0.6, 2, 3, -1, -2, -3, -4
(21) CC(=O)Nc1ccc(NC(=O)C2C3CCC(C3)C2C(=O)O)cc1 (configuration not stated)
→ 0.5, -4, 6, -1.9, -3, -3, 0, -15, -5, -3

Following part.
no. | CAL PDZ FP-1 | Rtt109 HAT inh | dFosB act | CDK5 p35 inh | Wnt bcat act | cardiac RTF act | V-ATPase pH | CAL PDZ FP-2 | Tat export inh | MITF TRPM1 HTS | structure
25 | -2.8 | 6 | -6 | -0.6 | 0 | -1 | 1 | 3 | -5 | 6 | Cc1ccccc1NC(=O)c1cc([N+](=O)[O-])ccc1NCCN1C(=O)CCC1=O
26 | -0.9 | -3 | -8 | 0.5 | 8 | -6 | -7 | -4 | 15 | 11 | COc1ccc(Nc2cc(C)nc(N3CCOCC3)n2)cc1
27 | -1.0 | -2 | -11 | -0.3 | 1 | 10 | 4 | 1 | -18 | -4 | O=C(NCc1ccc2c(c1)OCO2)c1cc(-c2ccccn2)nc2ccccc12
28 | 0.1 | -1 | -5 | 2.0 | -1 | 5 | 6 | -2 | 1 | 10 | CCN(CC)CCCNC(=O)C1c2cc(OC)c(OC)cc2C(=O)N(C)C1c1cccnc1 (configuration not stated)
29 | -0.3 | . | -6 | -0.6 | . | 1 | 4 | -2 | 1 | -1 | Cc1ccc(CN2CCN(Cc3ccccn3)CC2CCO)cc1 (configuration not stated)
30 | -1.6 | -6 | 1 | 1.5 | -2 | -1 | 2 | -9 | -7 | 0 | Cc1cccc(NC(=O)CN2C(=O)CCSc3ccc(S(=O)(=O)N4CCOCC4)cc32)c1C
31 | -3.3 | . | -8 | -3.4 | 5 | -4 | -3 | -1 | 5 | 6 | O=C(CCNC(=O)c1ccccc1Cl)Nc1nc(-c2ccccc2Cl)cs1
32 | -3.3 | -1 | -15 | -1.2 | . | -2 | 1 | -3 | 3 | 50 | O=C(N/N=C/c1cn(-c2ccccc2)nc1-c1ccccc1)c1ccco1
33 | -1.4 | -4 | 3 | -0.2 | -5 | 6 | 1 | -2 | 7 | 1 | Cc1ccc(S(=O)(=O)N(CCC(=O)NCc2ccc(S(N)(=O)=O)cc2)c2ccccc2)cc1
34 | 0.6 | 7 | 4 | -0.1 | 8 | 2 | 5 | 13 | 3 | . | CCCn1nnc(NC(=O)/C=C/c2ccco2)n1
35 | -1.2 | 0 | -3 | -0.3 | . | 3 | -1 | . | -21 | -6 | Nc1c(N)c2ccccc2oc1=O
36 | 0.4 | -4 | -16 | -4.6 | -14 | -2 | 12 | 1 | -6 | 6 | COc1cc(OC)cc(-c2c(-c3cccs3)c3cc(-c4ccc(OC)nc4)ccc3n2C)c1
37 | -1.0 | 12 | 1 | 0.0 | -2 | 1 | -8 | . | -6 | 7 | COC(=O)NNC(=O)COc1ccc(Cl)cc1
38 | -0.5 | -6 | -18 | -0.9 | -10 | -2 | 8 | -5 | -9 | -93 | CC1(C)CC[C@]2(C(=O)n3ccnc3)CC[C@]3(C)[C@H](C(=O)C=C4[C@@]5(C)C=C(C#N)C(=O)C(C)(C)[C@@H]5CC[C@]43C)[C@@H]2C1
39 | -2.1 | 7 | -4 | -1.3 | 1 | 2 | -3 | -5 | -15 | 3 | Cc1ccc(NS(=O)(=O)c2ccc(Cl)c(C(=O)O)c2)cc1S(=O)(=O)N1CCOCC1
40 | -2.7 | -5 | ? | -4.7 | 0 | -4 | -1 | -2 | 11 | -12 | Nc1ccc2nc(-c3cccc(-c4nc5ccc(N)cc5[nH]4)c3)[nH]c2c1
41 | -2.4 | -2 | -10 | -0.5 | -2 | -6 | -3 | -6 | -6 | 2 | CCOc1ccccc1N1CC(C(=O)Nc2ccccc2CC)CC1=O (configuration not stated)
42 | -0.5 | 9 | -11 | 2.1 | 13 | -8 | 3 | 1 | -7 | 14 | NC(=O)c1sc2nc(-c3cccs3)ccc2c1N
43 | -0.9 | 1 | -10 | 0.6 | 1 | -6 | -3 | -1 | -4 | -5 | COCCNC(=O)CC(=O)N/N=C/c1cccc(C(=O)OC)c1
44 | -2.5 | 5 | -14 | -2.5 | -3 | -12 | -4 | -1 | 21 | 1 | COc1ccc(OC2C(=O)N(Cc3ccc4c(c3)OCO4)C2c2sccc2C)cc1 (configuration not stated)
45 | . | 0 | 6 | 0.7 | . | 0 | 2 | -4 | 3 | -2 | CCCN(CCO)Cc1cccc(Br)c1
46 | -0.7 | 1 | -1 | -1.0 | 0 | -2 | 1 | -2 | 5 | . | CN(c1ccc(C(=O)NCCCn2ccnc2)cc1)S(C)(=O)=O
47 | -1.2 | -2 | 0 | 0.3 | -2 | -5 | -4 | . | -4 | -12 | CCOC(=O)NC1(C(F)(F)F)NC(=O)N(Cc2ccco2)C1=O (configuration not stated)

Compound activity: PubChem BioAssay, several laboratories
